# SENP6 inh: SENP6 protease inhibitors, primary screen, biochemical, luminescence, uHTS; inhibition, % at 10 µM; Recombinant SENP6 catalytic domain, aminoluciferin luminescence; AID 2599, 2010; 330,000 tested, 1.8% active;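 active means inhibition above about 50% at the single tested dose, limit read from the data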;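 further: plate controls were DMSO wells with enzyme for no effect and DMSO wells lacking enzyme for full effect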
# MPTP inh: mitochondrial permeability transition pore inhibitors, primary screen, biochemical, isolated mouse mitochondria, absorbance | 360,000 tested, 1.4% active | Ca2+ swelling absorbance, 30 min | inhibition, % at 10 µM | AID 602449, 2012;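 active means inhibition of 50% or more, scaled per plate between neutral and stimulator controls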;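 further: 0% = DMSO wells given calcium and 100% = 1 mM EGTA wells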
# NR3A LBD binder: binders of NR3A ligand-binding domain, primary screen, biophysical, differential scanning fluorimetry, uHTS; Glutamate receptor ionotropic, NMDA 3A (GRIN3A) ligand-binding domain; NR3A LBD differential scanning fluorimetry, Tm shift; 0% = protein alone, 100% = glycine-bound protein; Tm shift relative to glycine control, % at 25 µM; 340,000 tested, 2.5% active;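 active means melting temperature shift of at least 10% of the positive control shift, at one fixed dose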
# HKDC1 inh: HKDC1 hexokinase inhibitors, primary screen, biochemical, fluorescence, uHTS; AID 493160, 2011; 340,000 tested, 0.16% active; inhibition, % at 20 µM; recombinant HKDC1, G6PDH/diaphorase resazurin coupled fluorescence;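 active means inhibition above about 35% when tested at 20 µM, limit read from the data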;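 further: plate controls were DMSO wells with enzyme for no effect and DMSO wells lacking enzyme for full effect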
# Target sequence (Q2TB90 whole entry, looked up): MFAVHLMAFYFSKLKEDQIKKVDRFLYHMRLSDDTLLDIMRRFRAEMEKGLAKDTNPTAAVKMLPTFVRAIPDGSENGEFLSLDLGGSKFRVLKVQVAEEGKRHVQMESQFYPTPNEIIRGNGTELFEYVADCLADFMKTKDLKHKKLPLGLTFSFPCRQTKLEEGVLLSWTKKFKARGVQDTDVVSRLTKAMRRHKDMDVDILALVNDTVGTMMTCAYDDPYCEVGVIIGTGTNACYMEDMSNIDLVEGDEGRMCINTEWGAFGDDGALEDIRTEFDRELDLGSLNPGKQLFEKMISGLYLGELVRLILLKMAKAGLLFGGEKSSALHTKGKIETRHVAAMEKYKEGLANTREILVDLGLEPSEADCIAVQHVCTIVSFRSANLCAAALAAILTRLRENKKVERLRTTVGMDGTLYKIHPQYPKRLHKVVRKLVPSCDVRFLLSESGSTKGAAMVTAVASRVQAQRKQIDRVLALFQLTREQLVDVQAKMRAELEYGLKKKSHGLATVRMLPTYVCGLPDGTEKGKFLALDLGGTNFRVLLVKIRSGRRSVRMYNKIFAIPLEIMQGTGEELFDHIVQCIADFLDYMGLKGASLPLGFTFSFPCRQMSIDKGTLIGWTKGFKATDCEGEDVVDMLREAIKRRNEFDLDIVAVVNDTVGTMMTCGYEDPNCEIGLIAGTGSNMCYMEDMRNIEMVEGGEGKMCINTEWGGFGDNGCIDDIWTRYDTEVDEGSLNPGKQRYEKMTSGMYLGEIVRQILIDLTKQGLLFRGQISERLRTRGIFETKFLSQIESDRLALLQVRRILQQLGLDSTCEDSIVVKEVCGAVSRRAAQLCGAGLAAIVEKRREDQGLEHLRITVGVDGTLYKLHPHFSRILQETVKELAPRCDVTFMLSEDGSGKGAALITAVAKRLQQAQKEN
#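 Assay system – recombinant HKDC1 (HK5) hexokinase enzyme, produced in-house · Input – HKDC1 at 5 µg/mL · Reagent – glucose plus 1 mM ATP as hexokinase substrates · Timing – 90 min reaction incubation at room temperature, dark · Measured by – G6PDH/diaphorase-coupled fluorescence, 1 mM NADP, 100 µM resazurin, 525/613 nm · Benchmarks – DMSO-enzyme wells negative, buffer-substituted wells positive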
# ATG4B inhibitor: ATG4B protease inhibitors, primary screen, biochemical, fluorescence, uHTS | Cysteine protease ATG4B (Homo sapiens), Q9Y4P1 | inhibition, % at 8.33 µM | AID 504462, 2011 | ATG4B cleavage of LC3-PLA2, NBD-HPC fluorescence, 1 h | 340,000 tested, 0.51% active; in the data active means inhibition above about 40%
# PfG6PD inh: PfG6PD enzyme inhibitors, primary screen, biochemical, fluorescence intensity, uHTS. glucose-6-phosphate dehydrogenase-6-phosphogluconolactonase (Plasmodium falciparum 3D7). PfGluPho enzyme, NADPH resazurin-diaphorase fluorescence. inhibition, % at 20 µM. 350,000 tested, 0.78% active;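 active means inhibition reaching at least a set limit at 20 µM in the primary screen, cut at about 59% in these data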;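 further: 0% = DMSO wells with substrate and 100% = DMSO wells lacking glucose-6-phosphate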
# SENP8 inh: human SENP8 protease inhibitors, primary screen, biochemical, fluorescence, Nedd8 protein substrate, uHTS. Sentrin-specific protease 8 (Homo sapiens), Q96LD8. 360,000 tested, 0.64% active. inhibition, % at 20 µM. recombinant SENP8; in the data active means inhibition mostly above about 40%, no sharp cut-off; inactive means mostly below about 27%
# Target sequence (Q96LD8 whole entry, looked up): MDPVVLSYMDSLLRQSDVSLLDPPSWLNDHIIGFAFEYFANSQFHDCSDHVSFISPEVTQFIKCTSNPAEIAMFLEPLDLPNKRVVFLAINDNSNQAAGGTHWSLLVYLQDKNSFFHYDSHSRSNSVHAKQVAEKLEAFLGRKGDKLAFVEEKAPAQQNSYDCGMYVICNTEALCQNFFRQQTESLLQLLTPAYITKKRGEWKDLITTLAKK
# SENP7 inh: SENP7 protease inhibitors, primary screen, biochemical, luminescence, uHTS; recombinant SENP7, Z-RLRGG-aminoluciferin luminescence, 40 min; inhibition, % at 5 µM; 330,000 tested, 1.5% active; AID 434973, 2010;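 active means inhibition above about 50% at the single test dose, limit read from the data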;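 further: plate controls were DMSO with enzyme for no effect and no enzyme buffer wells for full effect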
# Starred values were filed as active, the others as inactive; / = not tested or not shown.
SMILES,SENP6 inh,MPTP inh,NR3A LBD binder,HKDC1 inh,ATG4B inhibitor,PfG6PD inh,SENP8 inh,SENP7 inh
COc1ccc(-c2[nH]ncc2/C=C(/C#N)C(=O)NC2CCCCCC2)cc1,-5,-1.1,-12,1,-18,11,-390,11
OCC(Cc1ccccc1)Nc1c2ccccc2nc2ccccc12 (configuration not stated),12,3.9,0,-9,0,7,-319,5
COC(=O)C1C(O)=C(C=Nc2ccc(N)cc2)C(=O)CC1(C)C (configuration not stated),-4,-0.1,-1,0,-12,7,-159,3
O=C(NC1CCCCCC1)C1c2ccccc2C(=O)N1Cc1cccs1 (configuration not stated),2,-1.3,-1,-5,-6,-10,10,0
COc1ccc(C(=O)CSc2nnc(-c3cccs3)n2-c2ccccc2)cc1,-39,-4.1,0,-4,-1,-4,-7,-10
CC(=O)N1CCN(Cc2nc3cc(Cl)ccc3c(=O)[nH]2)CC1,-3,-0.3,-3,3,-7,19,1,1
O=C(NCc1ccccc1Cl)C1CCCN(S(=O)(=O)c2cnc[nH]2)C1 (configuration not stated),3,0.0,-1,-6,-6,-2,3,-1
NC(=O)NC(=O)C(OC(=O)CCNS(=O)(=O)c1ccccc1)c1ccccc1 (configuration not stated),4,-1.5,2,4,-4,16,16,-1
O=S(=O)(NC1CCCC1)c1ccccc1Br,-9,-3.4,0,-2,4,-18,19,-1
COc1ccc(CNC(=O)CCc2nnc3ccc(N4CCC5(CC4)OCCO5)nn23)cc1,4,1.9,1,-3,-1,3,4,0
COc1cc(NC(=S)NCCN2CCOCC2)cc(OC)c1,-1,-1.8,-3,1,2,-9,22,4
O=C(Nc1ccccc1N1CCOCC1)C1=NN(c2ccccc2)C(=O)CC1,0,1.2,-5,5,-9,-4,15,0
COc1cccc(-n2cc(CNC(=O)C3CCC(=O)N(C4CC4)C3)cn2)c1 (configuration not stated),-10,-1.8,-1,-1,-5,8,14,0
O=C(NNC(=O)c1cc2ccccc2o1)c1ccc(F)cc1,8,-1.0,3,-5,3,7,-58,5
CC1=C(C)CC(C(=O)NNC(=O)c2ccccc2)C(C(=O)O)C1 (configuration not stated),-6,-2.6,0,-6,-6,-5,6,-4

# Results in SENP7 inh, ATG4B inhibitor and SENP8 inh (2 entries from above):
Molecule | SENP7 inh | ATG4B inhibitor | SENP8 inh
COc1ccc(-c2[nH]ncc2/C=C(/C#N)C(=O)NC2CCCCCC2)cc1 | 11 | -18 | -390
OCC(Cc1ccccc1)Nc1c2ccccc2nc2ccccc12 (configuration not stated) | 5 | 0 | -319

# (listing goes on)
SMILES,SENP6 inh,MPTP inh,NR3A LBD binder,HKDC1 inh,ATG4B inhibitor,PfG6PD inh,SENP8 inh,SENP7 inh
Cc1ccccc1NC(=O)Cc1nnc(SCC(=O)NC2=NCCS2)n1C,-10,-2.1,-1,-3,1,-2,6,-3
OCCC1CN(C2CCC2)CCN1Cc1ccc(F)c(F)c1 (configuration not stated),-5,2.0,4,-7,0,-26,1,0
CC(C)c1ccc(N2C(=O)C(Cl)=C(N3CCOCC3)C2=O)cc1,-36,1.0,-1,-5,1,6,23,0
O=C(O)c1ccc(CNC(=O)c2ccccc2NC(=O)c2ccc([N+](=O)[O-])cc2)cc1,6,-1.2,2,-2,4,-16,5,3
COc1ccc(/C=N/NC(=O)c2nn(-c3ccc(Cl)cc3)c(=O)c3c(N)scc23)cc1,61*,-3.1,-3,16,-9,27,49*,15
CCC1CCCCN1C(=O)N[C@@H](CCSC)C(=O)OC (some centres not stated),-6,-5.8,1,4,-6,-1,10,2
CCN(CC)CCNC(=O)C1(c2ccccc2)CCCCC1,/,0.3,-1,-8,-6,-4,6,/
O=C(NNS(=O)(=O)c1ccc(F)cc1)c1ccccc1O,5,0.9,2,3,6,-24,3,9
O=C(CSc1nnc(CNC(=O)c2ccccc2F)o1)NCC1CCCO1 (configuration not stated),-12,-1.8,0,-5,-1,-18,4,-5
Cc1cc(C)nc(/N=C(\N)Nc2cc([N+](=O)[O-])ccc2C)n1,14,-0.8,-1,-2,-4,1,28,-5
CCCS(=O)(=O)N1CCCC(C(=O)NCCCN2CCCC2=O)C1 (configuration not stated),-16,-0.6,-2,-15,-4,4,25,-7
O=C(C1=C[C@H](C2CC2)C[C@H](OCCCCO)O1)N1CCN(Cc2ccccc2)CC1,-3,4.9,0,-4,-5,1,1,3
COCC(=O)Nc1ccc(S(=O)(=O)Nc2nccs2)cc1,0,0.8,0,-3,-5,-17,1,-5
C=CCn1c(SCC(=O)Nc2ccccc2-c2ccccc2)nc2cc(C(=O)O)ccc2c1=O,3,0.7,0,2,1,-23,1,2
CCOC(=O)c1cc(-c2ccc(OC)cc2)nc2c1c(C)nn2CCC(N)=S,4,-0.4,-7,-7,-20,18,-455,0
CC(=O)Oc1cccc(Nc2ncnc3ccccc23)c1,12,0.6,2,-2,0,-5,-78,-1
CC1=C(C(=O)OC(C)C)C(C)C(C(=O)OC(C)C)=C(C)N1,-14,0.1,0,-8,2,17,-296,1
Cc1ccc(C(=O)N2CCN(c3ccc(C(F)(F)F)cn3)CC2)c(C)c1,10,1.4,-3,0,-7,1,-7,7
CN(C)n1cnc2ccsc2c1=O,7,2.4,-1,-12,-2,0,5,3
CSc1sc(C(=O)NC(=O)NCc2ccncc2)c(C)c1-c1ccon1,-6,-0.8,1,6,-12,-7,-35,-2
Clc1ccccc1N1CCN(Cc2ccc(Br)o2)CC1,-7,1.0,2,4,12,-2,5,10
CCCC(=O)NC(=S)Nc1ccccc1C(=O)OC,-6,0.5,0,-7,-4,24,8,-5
O=C(Cc1cccs1)NNC(=S)NC(=O)c1ccccc1,-16,0.1,-1,-8,-2,-3,10,-7
Cc1cc(F)ccc1S(=O)(=O)N1CCCOC1CNC(=O)C(=O)NCCc1c[nH]c2ccccc12 (configuration not stated),-8,1.0,-5,3,-21,14,9,-10
CCn1cc(C(=O)NCc2ccc3c(c2)OCO3)c2cc(OC)c(OC)cc2c1=O,-4,-0.2,-3,38*,-9,47,-5,3
Cc1ccc(C(C)C)cc1C(=O)CC1(O)C(=O)N(C)c2ccccc21 (configuration not stated),-19,-0.1,-3,3,2,-1,19,-8
CSc1nnc(C)c(=O)n1COC(=O)c1ccc(S(=O)(=O)N2CCCC2)cc1,-9,1.8,9,-6,-4,-10,33,-3
O=C1NC2(CCCCC2)C(=O)N1c1ccccc1,-3,0.1,0,-1,-11,2,-8,-9
CN(CC(=O)Nc1ccccc1Br)C(=O)COc1ccc2ccccc2c1,2,-0.1,1,8,-9,14,5,4
CC(C)(C)S(=O)(=O)/C(C#N)=N/Nc1ccc(S(N)(=O)=O)cc1,-20,0.3,1,-5,-10,-11,24,-14

# 16 compounds from above, arranged by heavy-atom count, smallest number first:
SMILES,SENP6 inh,MPTP inh,NR3A LBD binder,HKDC1 inh,ATG4B inhibitor,PfG6PD inh,SENP8 inh,SENP7 inh
CN(C)n1cnc2ccsc2c1=O,7,2.4,-1,-12,-2,0,5,3
O=S(=O)(NC1CCCC1)c1ccccc1Br,-9,-3.4,0,-2,4,-18,19,-1
CCCC(=O)NC(=S)Nc1ccccc1C(=O)OC,-6,0.5,0,-7,-4,24,8,-5
CCC1CCCCN1C(=O)N[C@@H](CCSC)C(=O)OC (some centres not stated),-6,-5.8,1,4,-6,-1,10,2
O=C(NNS(=O)(=O)c1ccc(F)cc1)c1ccccc1O,5,0.9,2,3,6,-24,3,9
CCN(CC)CCNC(=O)C1(c2ccccc2)CCCCC1,/,0.3,-1,-8,-6,-4,6,/
CC1=C(C)CC(C(=O)NNC(=O)c2ccccc2)C(C(=O)O)C1 (configuration not stated),-6,-2.6,0,-6,-6,-5,6,-4
CCCS(=O)(=O)N1CCCC(C(=O)NCCCN2CCCC2=O)C1 (configuration not stated),-16,-0.6,-2,-15,-4,4,25,-7
OCC(Cc1ccccc1)Nc1c2ccccc2nc2ccccc12 (configuration not stated),12,3.9,0,-9,0,7,-319,5
O=C(NC1CCCCCC1)C1c2ccccc2C(=O)N1Cc1cccs1 (configuration not stated),2,-1.3,-1,-5,-6,-10,10,0
Cc1ccccc1NC(=O)Cc1nnc(SCC(=O)NC2=NCCS2)n1C,-10,-2.1,-1,-3,1,-2,6,-3
CSc1nnc(C)c(=O)n1COC(=O)c1ccc(S(=O)(=O)N2CCCC2)cc1,-9,1.8,9,-6,-4,-10,33,-3
O=C(C1=C[C@H](C2CC2)C[C@H](OCCCCO)O1)N1CCN(Cc2ccccc2)CC1,-3,4.9,0,-4,-5,1,1,3
O=C(O)c1ccc(CNC(=O)c2ccccc2NC(=O)c2ccc([N+](=O)[O-])cc2)cc1,6,-1.2,2,-2,4,-16,5,3
COc1ccc(CNC(=O)CCc2nnc3ccc(N4CCC5(CC4)OCCO5)nn23)cc1,4,1.9,1,-3,-1,3,4,0
C=CCn1c(SCC(=O)Nc2ccccc2-c2ccccc2)nc2cc(C(=O)O)ccc2c1=O,3,0.7,0,2,1,-23,1,2

# More results:
SMILES,SENP6 inh,MPTP inh,NR3A LBD binder,HKDC1 inh,ATG4B inhibitor,PfG6PD inh,SENP8 inh,SENP7 inh
COc1ccccc1-n1c(-c2cccnc2)n[nH]c1=S,-30,-1.9,-13,-8,-6,41,12,-2
OC(COc1ccc(OCc2ccccc2)cc1)CN1CCCCC1 (configuration not stated),-5,0.0,0,-4,-6,-5,14,9
O=C(NCCCn1ccnc1)C(=O)NCC(c1cccnc1)N1CCN(c2ccc(F)cc2)CC1 (configuration not stated),1,-1.7,0,-2,-4,-7,14,-3
Cc1cccc(N2CCN(C(=O)C3CC(=O)N(c4ccc5c(c4)OCCO5)C3)CC2C)c1 (configuration not stated),-12,0.8,0,2,-1,-8,4,-7
CCOC(=O)c1cc2oc(C)cc2n1CC(=O)OC1CCCCC1,-12,0.2,3,1,11,23,-3,-3
COc1cc2c(cc1NC(=O)C1CCCO1)oc1ccccc12 (configuration not stated),-6,-5.1,1,-4,18,18,-1,6
COc1cc(/C=N/NC(=O)c2ccccn2)ccc1OC(=O)c1cccs1,-9,-0.1,0,1,2,-8,-20,9
COc1ccc(NC(=O)C2CCCN(S(=O)(=O)c3c(C)[nH]c(=O)[nH]c3=O)C2)cc1Cl (configuration not stated),-6,0.1,-2,11,5,-28,3,1
COc1ccc(S(=O)(=O)Nc2ccc3c(c2)CC(=O)N([C@@H](C)CO)C[C@@H](C)[C@@H](CN(C)Cc2ccccc2)O3)cc1,-11,0.0,-2,-4,-32,2,12,2
O=CN1CCN(C(=S)NC(=O)c2ccc(Cl)cc2)CC1,-14,1.6,2,2,15,-1,-1,-9
COC(=O)CCC(=O)OC1(C)C(=O)C=C2C=C(C3CC3)N(Cc3ccc(OC)cc3)C=C2C1=O (configuration not stated),5,0.0,-3,17,-1,56,-72,8
CCCCCCOc1ccc(N2C(=O)CC(NCCc3ccc(S(N)(=O)=O)cc3)C2=O)cc1 (configuration not stated),-22,11,-9,-9,-23,-1,4,-5
CCCCn1c(N)c(N(CC(C)C)C(=O)COC(=O)Cc2c(C)nc3ccccc3c2C)c(=O)[nH]c1=O,-5,0.1,0,8,-1,-12,4,4
Cn1cnc([N+](=O)[O-])c1SCC(O)CN1CCCCC1 (configuration not stated),0,0.7,-3,-10,-1,7,21,1
Cc1cccc(C)c1OCC(=O)NNC(=O)CCCn1c(=O)oc2ccccc21,-6,1.6,3,0,-15,6,15,0
CCN(CC)S(=O)(=O)c1ccc(NS(=O)(=O)c2ccc(O)c([N+](=O)[O-])c2)cc1,-9,0.4,-6,-4,27,-30,16,1
